# Compound activity deposited in PubChem BioAssay by several laboratories.
# Shn3 3UTR inh: reduction of Shn3 3'UTR firefly luciferase signal, primary screen, Schnurri-3 inhibitor project, cell-based, Clone20 osteoblasts, set 2; Clone20 osteoblast Shn3 3'UTR firefly luciferase, 24 h; inhibition, % at 12.5 µM; 360,000 tested, 0.52% active; AID 588674, 2011;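 active = mean inhibition of at least 75% with every replicate also reaching 75%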;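 also: 0% = median of neutral control wells and 100% = pilot-screen positive control compound; some compounds past the cut are filed as inactive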
# NR2E3 ag-1: inhibitors of NR2E3-RetCOR corepressor binding, primary screen, NR2E3 agonist project, biochemical, TR-FRET, GST-NR2E3, biotin-RetCOR | 320,000 tested, 0.12% active | 1536-well | AID 2300, 2010 | inhibition of corepressor binding, % at 4.78 µM | Photoreceptor-specific nuclear receptor (Homo sapiens), Q9Y5X4;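 active = percent inhibition above the cutoff of mean plus 3 SD of all tested compounds, set per screening campaign, cut at about 20% in these data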;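 also: 0% = DMSO wells and 100% = biotin wells as full block of FRET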
# Target sequence (Q9Y5X4 whole entry, looked up): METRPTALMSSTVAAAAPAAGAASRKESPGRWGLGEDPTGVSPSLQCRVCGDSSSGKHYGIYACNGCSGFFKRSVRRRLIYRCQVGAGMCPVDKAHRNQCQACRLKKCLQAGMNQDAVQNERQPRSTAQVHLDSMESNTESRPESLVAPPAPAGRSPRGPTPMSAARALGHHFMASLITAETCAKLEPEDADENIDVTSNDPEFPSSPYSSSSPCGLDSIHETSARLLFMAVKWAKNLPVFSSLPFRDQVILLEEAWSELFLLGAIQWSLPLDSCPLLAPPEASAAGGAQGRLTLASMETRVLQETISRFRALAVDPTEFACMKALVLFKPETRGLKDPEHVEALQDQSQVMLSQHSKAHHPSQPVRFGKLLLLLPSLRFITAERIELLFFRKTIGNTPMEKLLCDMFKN
#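 Assay system: NR2E3–RetCOR corepressor complex. Quantity: 1.35 nM GST-NR2E3. Buffer or medium: pH 7.5 Tris-based buffer. Reagent: biotinylated RetCOR corepressor at 7 nM final. Schedule: 5 h at 4 °C. Detection: TR-FRET, emission read at 617 and 671 nm. Replicates: one well per compound, singlicate testing.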
# MITF TRPM1 inh: inhibitors of MITF-dependent TRPM1 promoter reporter, primary screen, cell-based, SK-MEL-5, single point, luciferase; SK-MEL-5 TRPM1 promoter luciferase, 24 h; inhibition, % at 12.5 µM; 330,000 tested, 0.83% active;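 active = mean inhibition across replicates of 60% or more, whatever share of single replicates reaches that level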; also: values of inactives mirror those of a sister screen read the other way
# aDG glyco up: activators of alpha-DG glycosylation, primary screen, uHTS, Pro5-aDG cells, AlphaScreen. alpha-DG glycosylation AlphaScreen (IIH6); 0% Pro5, 100% B10-LARGE cell signal. 360,000 tested, 0.22% active. activation, % at 10 µM;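 active = activation of at least 8% versus controls, or a plate z-score of at least 8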;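 also: Pro5 are CHO cells carrying HIG-tagged alpha-DG that lacks glycosylation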
# NR2E3 ag-2: NR2E3 agonists in two-hybrid cells, primary screen, cell-based, luminescence, CHO-S, Gal4-NCOR/VP16-NR2E3; Photoreceptor-specific nuclear receptor (Homo sapiens), Q9Y5X4; luciferase; inhibition of corepressor binding, % at 3.98 µM; 360,000 tested, 0.35% active; AID 602229, 2012;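 active = inhibition above the mean of all tested compounds plus 3 SD, cut at about 70% in these data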;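 also: 0% = DMSO with NR2E3 transfected cells and 100% = cells lacking NR2E3 construct; higher means lower luciferase signal from less NR2E3 corepressor binding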
# CF NFkB block: inhibitors of PAF-induced NF-kB signaling, primary screen, cell-based, GFP fluorescence, uHTS; KKLEB NF-kB-GFP reporter, GFP fluorescence overnight; inhibition, % at 5 µM; 360,000 tested, 0.86% active; AID 588850, 2011;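 active = at least 50% inhibition at 5 µM, scaled per plate between neutral and stimulator controls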;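 also: PAF is a Pseudomonas aeruginosa culture filtrate used as stimulus; plate controls were PAF-stimulated DMSO wells for no effect and unstimulated DMSO wells for full effect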
# KKLEB cytotox: cytotoxicity in KKLEB CF airway cells, primary screen, cytotoxicity control for CF NF-kB inhibitor project, cell-based, uHTS, fluorescence assay plates. KKLEB CF airway cells viability, ATPlite luminescence, overnight; stronger effect = lower value; cells stimulated with P. aeruginosa culture filtrate. activity change (cytotoxicity), % at 5 µM. 360,000 tested, 0.36% active;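 active = corrected activity change at or below -50% at 5 µM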
# Peg3 prom inh: Peg3 promoter-driven luciferase inhibitors, primary screen, cell-based, HeLa, luciferase luminescence. HeLa PEG-Prom luciferase reporter, overnight. inhibition, % at 20 µM. 360,000 tested, 1.7% active;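 active = inhibition of at least 50% at 20 µM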
# HIF-2a inh: HIF-2a reporter inhibitors, primary screen, luminescence, 786-0 RCC cells. AID 624352, 2012. 360,000 tested, 0.72% active. inhibition, % at 18.8 µM. 786-0 RCC cells HIF-2a reporter, luciferase luminescence, overnight;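 active = inhibition of the luminescence signal of 40% or more relative to plate controls, in a single-dose primary screen at 18.75 µM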
# iPSC survival up: enhancers of single-cell hiPSC survival, primary screen, ATPlite luminescence; 360,000 tested, 0.044% active; survival enhancement, % at 20 µM; AID 602274, 2012; 100% = ROCK inhibitor wells, 0% = DMSO; in the data active = survival enhancement above about 18%;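 also: cells exposed to compounds for 16 hours before the ATP read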
# TWEAK Fn14 block: inhibitors of TWEAK-Fn14 signaling, primary screen, luciferase reporter cells, uHTS; TWEAK-stimulated Fn14 reporter cells, luciferase luminescence, 8 h; inhibition, % at 10 µM; 360,000 tested, 2% active; in the data active = inhibition above about 50%
# The depositor's hits bear a star; . = not tested or not shown. Not a hit list (roughly 4.4% active in at least one column).
SMILES,Shn3 3UTR inh,NR2E3 ag-1,MITF TRPM1 inh,aDG glyco up,NR2E3 ag-2,CF NFkB block,KKLEB cytotox,Peg3 prom inh,HIF-2a inh,iPSC survival up,TWEAK Fn14 block
COCCn1c(=NC(=O)CCS(=O)(=O)c2ccccc2)sc2cc(C(=O)OC)ccc21,0,4,11,0.0,-18,8,1,25,17,-0.4,-18
COc1cccc(NC(=O)CSc2nnc(CN3CCOCC3)n2C)c1,-6,1,-13,0.0,-1,-1,4,7,10,-0.4,8
O=C(NCCCN1CCCC1=O)c1csc2ccccc12,-21,-2,-17,0.2,-41,0,6,-36,-75,14,8
Cc1ccc(-c2cc3ncc(C#N)c(N)n3n2)cc1,-62,17,0,-0.1,-74,-2,2,-112,-171,-4.0,-8
O=[N+]([O-])c1c(C(Cl)Cl)nn(-c2ccccc2)c1N1CCCC1,5,1,11,0.5,-2,20,-8,37,16,2.0,16
Cc1ccccc1OCC(O)Cn1c(NCc2ccco2)nc2c1c(=O)[nH]c(=O)n2C (centres undefined),-20,2,0,0.1,-11,-10,-2,14,6,-2.2,-33
Cc1ccccc1OCCC(=O)NNC(=O)COc1cccc(F)c1,-1,.,11,0.2,14,-14,1,4,8,0.5,11
COc1cccc(CNC(=O)C(=O)NCCc2ccc(OC)c(OC)c2)c1,-19,-1,7,0.1,12,0,1,13,23,0.3,39
COc1cccc2c1OCC(CN1CCN(Cc3ccccc3F)C(CCO)C1)=C2 (centres undefined),-15,1,7,0.0,8,8,-4,-7,7,0.2,-7
O=C(NCCN1CCOCC1)c1c(O)nc2sccn2c1=O,1,1,-8,0.0,-10,4,-4,1,17,-0.6,0
O=C(CN1CCN(S(=O)(=O)c2ccc(F)c(F)c2)CC1)Nc1ccccc1C(=O)NC1CC1,-4,1,-20,-0.1,9,-12,-24,7,10,-0.4,-5
CC(C)(C)n1nc2c(c1NC(=O)c1c(F)cccc1F)CS(=O)(=O)C2,-5,0,5,0.2,-41,34,-18,-3,12,-0.5,-19
CCN(CC(=O)NCc1cccs1)C(=O)c1ccc(S(=O)(=O)Nc2ccccc2OC)cc1,9,.,9,0.0,-3,-8,2,33,10,-0.3,-6
CCN(CC)CC(=O)c1c[nH]c2ccc(C)cc12,3,0,7,0.2,-15,-4,4,-1,-1,-2.4,13
Cc1c(C(=O)NCC2CCCO2)oc2ccc(Br)cc12 (centres undefined),-109,-2,-69,-0.1,-61,-4,-5,-311,-224,-0.4,-18
Cc1ccccc1Nc1nc(N)nc(COC(=O)[C@@H](NC(=O)c2ccccc2Cl)C(C)C)n1,-12,-1,7,0.3,-37,4,3,-8,3,0.0,-7
CC(=O)c1c(C)oc(C)c1CSCc1ccc(C(=O)O)o1,-2,3,4,0.0,0,2,0,-3,9,1.4,-10
COc1ccccc1CCC(=O)OCC(=O)Nc1cccc(S(=O)(=O)N2CCCCC2)c1,2,1,8,0.0,13,-18,11,8,6,-0.5,4
CCCCCCCCNS(=O)(=O)CCNCCCC,0,.,-6,0.2,-11,14,-7,15,2,2.5,2
Cc1c(C)[n+](=O)c(C)c(C)n1[O-],5,.,-7,0.2,-2,-4,7,4,9,-1.7,-4
CCOc1nc(Nc2ccc(OC)c(Cl)c2)nc(OCC)n1,4,-4,-6,0.5,-12,6,-5,33,-16,-2.0,-3
CCN(CC)C(=O)COc1ccc2oc(-c3ccco3)cc(=O)c2c1,-56,4,-11,-0.2,-44,-7,4,-60,-75,-3.9,1
Cc1cccc(NC(=O)CCc2c(C)nn(-c3ccc(N4CCCCC4)nn3)c2C)c1,-77,2,-62,0.1,-73,-12,9,-247,-195,0.1,-13
COc1ccc(NC(=O)CC2Nc3cc(C)c(C)cc3NC2=O)c([N+](=O)[O-])c1 (centres undefined),13,-1,13,-0.4,-2,-10,3,29,-2,1.2,39
Cc1ccc(C(=O)N/C(=C\c2cccs2)C(=O)NCCCn2ccnc2)cc1,-8,3,-3,0.1,-1,19,-2,7,14,-0.7,-3
O=C(NCc1ccccn1)C1COc2ccccc2O1 (centres undefined),-3,0,5,0.1,-9,-11,4,-1,-9,-1.7,2
COc1cccc(NC(=O)c2c(C)nn(-c3ccccc3)c2Cl)c1,-31,.,-51,0.0,-58,-4,-12,-117,-225,3.7,-5
COc1ccc2[nH]c(C(=O)NCCc3ccccc3)cc2c1,.,2,.,0.1,-37,-7,7,-159,-180,1.6,-6
CCCCn1nc(NC(=O)c2cccs2)c2cc3cc(OC)ccc3nc21,-4,0,-7,0.8,-20,-37,6,35,-60,0.1,34
Cc1ccccc1-n1ncc2c1CC(C)(C)CC2NC(=O)c1ccncc1 (centres undefined),20,2,6,0.4,-6,27,-9,7,7,-0.5,-3
CCN(CC)C(=O)c1ccc(C(=O)Nc2ccc(F)cc2)cc1,-39,5,-63,-0.1,-21,15,1,-76,-164,0.9,-2
Cc1noc(C)c1S(=O)(=O)N(CC(=O)NCCc1ccccc1)c1ccc(C(C)C)cc1,9,5,-3,0.0,-5,3,0,18,15,-0.1,-2
CCOc1ccc(Nc2nc(N(C)c3ccccc3)nc(N)c2[N+](=O)[O-])cc1,-3,-2,1,0.0,-7,14,-16,8,2,-0.6,-45
O=C(CSc1nnc(-c2c[nH]c3ccccc23)n1-c1ccc(F)cc1)NCc1ccco1,17,1,-11,-0.1,-43,10,-2,-88,-225,-0.1,-39
CCOc1ccccc1NC(=O)c1ccc(Cl)c(NC(=O)CC(c2ccccc2)c2ccccc2)c1,35,3,22,0.3,-17,9,0,9,9,0.0,21
COc1ccc(CN2CCOCC2)cc1Br,23,-1,12,-0.1,-9,-3,2,7,1,0.8,-8
COc1ccc(-c2csc(Nc3cccnc3)n2)cc1OC,-48,1,-44,0.2,-12,5,-14,-107,-145,-0.9,-9
CCOC(=O)c1c(NC(=O)c2nn(CC)cc2Br)sc(C)c1C,84*,2,-12,0.2,-10,3,-3,-18,-10,3.0,-4
COCCNC(=O)C(c1cccs1)N(CCc1ccccc1)C(=O)Cn1nnc2ccccc21 (centres undefined),6,1,1,-0.1,10,3,-2,12,21,0.8,0
Cc1ccc(C)c(OCCCN2CCc3ccccc3C2)c1,2,-3,16,-0.1,-46,23,0,37,10,-0.2,11
O=C1/C(=C/c2ccc([N+](=O)[O-])cc2)C=C(c2ccccc2)N1c1ccc(O)cc1,20,-1,68*,-0.9,-17,28,-20,15,-21,-3.3,50
CN(C)/C=C/C(=O)c1cccc(Oc2ncccn2)c1,-2,5,3,-0.3,-7,35,-24,-14,-4,-0.1,-1
O=C(NNC(=O)C1CCCO1)c1ccc(Cl)cc1 (centres undefined),-12,1,2,0.1,-3,-8,9,-3,5,-0.8,6
O=C(CN1C(=O)CCC1=O)c1ccc(-c2ccccc2)cc1,-25,-3,-9,0.2,-28,-2,12,-72,-111,0.2,-4
COc1ccc(-n2c(SCc3ccc(C#N)cc3)nnc2-c2ccccn2)cc1,1,-2,7,0.0,-18,0,-12,16,20,-2.7,-8
CCOC(=O)c1cc(CC)sc1NC(=O)COC(=O)C1CCC1,9,-3,0,0.1,-6,-43,-13,4,-8,0.7,-12
O=C(Cn1cc2c(n1)CCCCC2)Nc1c(F)cc(F)cc1Br,2,1,-2,0.0,9,15,-5,-3,6,0.6,9
COc1ccc(NC(=O)COc2ccccc2F)cc1S(=O)(=O)N1CCCCC1,10,-2,-1,0.4,-18,1,-7,0,2,0.0,12
CCC(c1nnnn1-c1ccc2c(c1)OCCO2)N1CCN(C)CC1 (centres undefined),.,.,.,0.1,5,.,.,.,13,-0.1,11
CS(=O)(=O)c1ccc2nc(NC(=O)CN3C(=O)NC4(CCCC4)C3=O)sc2c1,2,-1,-1,0.0,-10,-5,-2,-8,-6,0.7,-3
N=c1c(C(=O)NCC2CCCO2)cc2c(=O)n3ccccc3nc2n1Cc1ccccc1Cl (centres undefined),28,3,12,-0.2,-12,-34,-16,46,17,-0.6,-15
O=C(NC(=S)N1CCOCC1)c1ccccc1Cl,-10,2,9,0.1,-35,-3,11,5,15,-0.5,-9
Nc1c(N=Nc2cccc(Cl)c2)c(=O)[nH]n1-c1ccccc1,-51,-1,-33,-0.3,-22,-3,-2,-85,-151,-2.3,-24
O=C(Cc1ccccc1F)Nc1nc(-c2cccnc2)cs1,-8,6,5,0.3,-5,3,-7,-22,-21,4.1,16
CCOC(=O)c1cn(CC(=O)Nc2ccc3c(c2)OCCO3)nn1,1,4,10,0.1,2,-16,1,3,14,1.6,6
CC#CCc1cc2ccccc2c(=O)o1,4,2,2,0.0,7,10,-16,-16,6,2.3,-7
CCC(=O)N(Cc1cc2cccc(C)c2[nH]c1=O)c1ccccc1OC,-15,1,10,-0.1,18,-1,11,20,6,-0.4,-10
N/C(=N\OC(=O)CC1CCCCC1)c1ccccc1,-43,2,-58,0.1,-24,-2,5,-42,-89,-1.6,-40
CN1CCC(=NNc2ccc(S(=O)(=O)N3CCOCC3)cc2[N+](=O)[O-])CC1,10,-3,9,-0.1,7,-9,2,2,11,-0.6,-6
CCOc1ncccc1C(=O)NCCc1ccc(Cl)cc1,5,1,-3,-0.1,-17,-9,0,14,-11,-0.3,4
COCCC(=O)N1CCC(Oc2ccc(C(=O)NCCc3cnn(C)c3)cc2)CC1,9,5,6,-0.3,-10,7,8,-4,11,0.0,24
N#Cc1cc2c(nc1SCC(=O)Nc1sc3c(c1C#N)CCC3)CCCCCC2,2,-2,2,0.2,-4,22,-7,-48,-6,0.7,-63
Cn1c(SCC(=O)NCc2ccco2)nnc1-c1c[nH]c2ccccc12,7,-4,15,-0.1,-12,-4,9,2,3,-2.2,11

# Copied from the list.
# Reading of O=C(NCCCN1CCCC1=O)c1csc2ccccc12 in aDG glyco up: 0.2
# Reading of Nc1c(N=Nc2cccc(Cl)c2)c(=O)[nH]n1-c1ccccc1 in CF NFkB block: -3
